Kir21 inh: inhibitors of mouse Kir2.1 inward-rectifier potassium channel; 0.85% of 310,000 active; P35561; AID 1672; B-score at 10 µM; HEK293-Kir2.1, FluxOR thallium flux fluorescence; stronger effect = lower value;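 active = fluorescence ratio B-score at or below minus 3 SD of library scores, with starting-brightness B-score within 2 SD, cut at about -4.2 in these data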;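 also: channel flux triggered by added potassium and thallium sulfate stimulus; B-score of peak minus minimum fluorescence over baseline after thallium stimulus; more negative B-score means stronger Kir2.1 block with less thallium influx; some compounds called inactive have numbers as strong as hits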
Target sequence (P35561 whole entry, looked up): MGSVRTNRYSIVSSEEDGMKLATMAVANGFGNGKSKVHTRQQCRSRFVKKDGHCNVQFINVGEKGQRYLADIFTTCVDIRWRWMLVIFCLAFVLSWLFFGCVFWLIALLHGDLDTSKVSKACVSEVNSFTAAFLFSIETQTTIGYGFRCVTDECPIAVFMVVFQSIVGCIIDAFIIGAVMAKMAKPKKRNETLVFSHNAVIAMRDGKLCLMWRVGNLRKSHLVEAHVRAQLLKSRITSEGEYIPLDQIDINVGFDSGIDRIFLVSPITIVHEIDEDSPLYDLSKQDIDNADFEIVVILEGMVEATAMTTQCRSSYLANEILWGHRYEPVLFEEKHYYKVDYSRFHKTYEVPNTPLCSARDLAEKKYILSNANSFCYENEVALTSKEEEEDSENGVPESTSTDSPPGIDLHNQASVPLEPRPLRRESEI
STK33 kinase inh: inhibitors of human STK33 kinase; Q9BYT3; purified STK33, MBP phosphorylation, ADP-Glo luminescence; inhibition, % at 10 µM; 0.073% of 320,000 active; AID 2661;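 active = inhibition at or above 25%, using the most active replicate where run in duplicate; inactive = inhibition below 25%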
Target sequence (Q9BYT3 whole entry, looked up): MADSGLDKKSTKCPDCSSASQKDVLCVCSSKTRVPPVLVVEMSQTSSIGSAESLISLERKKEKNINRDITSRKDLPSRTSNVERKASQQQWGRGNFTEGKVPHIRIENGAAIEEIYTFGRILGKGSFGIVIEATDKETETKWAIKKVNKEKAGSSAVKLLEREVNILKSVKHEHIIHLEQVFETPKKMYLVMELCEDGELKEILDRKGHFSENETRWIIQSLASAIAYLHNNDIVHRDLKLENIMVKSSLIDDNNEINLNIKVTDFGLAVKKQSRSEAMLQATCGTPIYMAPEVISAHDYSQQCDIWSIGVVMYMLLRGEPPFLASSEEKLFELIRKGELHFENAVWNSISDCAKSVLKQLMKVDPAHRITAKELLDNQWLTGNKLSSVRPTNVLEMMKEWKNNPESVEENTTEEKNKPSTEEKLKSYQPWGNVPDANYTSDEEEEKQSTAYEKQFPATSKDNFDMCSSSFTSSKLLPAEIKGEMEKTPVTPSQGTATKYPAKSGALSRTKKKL
Numbers without * were called inactive; / = no result given.

The first 7 entries (preview)
smiles	STK33 kinase inh	Kir21 inh
NC(=O)c1ccsc1NC(=O)COC(=O)CSc1ccc(Cl)cc1	1.8	-0.11
CC(C)(C)NC(=O)CSc1nc2scc(-c3ccccc3)c2c(=O)[nH]1	-1.6	1.9
C=C1C2(C(=O)Nc3ccc(SC(F)F)cc3)CCC(C2)C1(C)C (stereo not given)	/	0.21
CN(C(=O)Nc1ccc(Cl)cc1)c1c2c(nn1C)CCCC2	0.2	-0.17
O=C(Cc1ccc(Br)cc1)N1CCOCC1	-1.1	-1.4
O=C(Cn1nc(C(F)(F)F)c2c1CCC2)NCc1ccc(F)cc1	-2.4	-2
Cc1c(C(=O)Nc2ccc3c(c2)OCCO3)cnn1C	-0.4	1.2

The list itself, from the first entry:
smiles	STK33 kinase inh	Kir21 inh
NC(=O)c1ccsc1NC(=O)COC(=O)CSc1ccc(Cl)cc1	1.8	-0.11
CC(C)(C)NC(=O)CSc1nc2scc(-c3ccccc3)c2c(=O)[nH]1	-1.6	1.9
C=C1C2(C(=O)Nc3ccc(SC(F)F)cc3)CCC(C2)C1(C)C (stereo not given)	/	0.21
CN(C(=O)Nc1ccc(Cl)cc1)c1c2c(nn1C)CCCC2	0.2	-0.17
O=C(Cc1ccc(Br)cc1)N1CCOCC1	-1.1	-1.4
O=C(Cn1nc(C(F)(F)F)c2c1CCC2)NCc1ccc(F)cc1	-2.4	-2
Cc1c(C(=O)Nc2ccc3c(c2)OCCO3)cnn1C	-0.4	1.2
Cc1nn(-c2ccccc2)c(C)c1/C=C/C(=O)OCC(=O)Nc1ncc(Cl)cc1Cl	0.1	0.07

Later entries
smiles	STK33 kinase inh	Kir21 inh
CN(C(=O)COC(=O)c1ccc2c(c1)OCO2)C1CCCCC1	0.5	/
C=CCNc1nc(C(=O)OCC(=O)c2cccc(Br)c2)cs1	-0.6	/
O=C(NCc1ccncc1)Nc1cc(Cl)ccc1Cl	-1.4	0.13
Cc1ccc(NC(=O)N(Cc2cc3cc(C)cc(C)c3[nH]c2=O)CC2COCCO2)cc1 (stereo not given)	-1.3	0
Cc1cc(C)n(CCOC(=O)c2sc3ccccc3c2Cl)n1	0.5	1.4
Cn1nnc2cc(C(=O)NC3CC3)ccc21	-1.9	-0.16
Cn1c(C(=O)NCCCN2CCCCCC2)cc2c(=O)n(C)c3ccccc3c21	-0.7	/
CCN1C(=NCCOC)N[C@@H](c2ccccc2)[C@H](C(=O)OC)[C@H]1C	0.2	/

(next part)
smiles	STK33 kinase inh	Kir21 inh
O=C(c1cccnc1Cl)N1CCOCC1	-0.4	-0.52
CCn1c(=O)c2ccccc2n2c(SCC(=O)N3CCc4ccccc4C3)nnc12	-1.0	-1
O=C1CC(c2ccccc2)N1c1ccccc1 (stereo not given)	-0.3	-1.1
O=C(COC(=O)c1cccc(S(=O)(=O)N2CCc3ccccc32)c1)NCc1ccco1	-0.2	1.5
CC1CCCN(S(=O)(=O)c2cccc3nonc23)C1 (stereo not given)	-1.2	-0.03
O=C(NCC1CCCO1)C(c1ccncc1)N(Cc1cccs1)C(=O)CN1C(=O)c2ccccc2S1(=O)=O (stereo not given)	-1.5	-0.25
O=C1N2CCSC2=NC1(NS(=O)(=O)c1ccccc1)C(F)(F)F (stereo not given)	-0.2	2.3
Cc1cc(C(=O)N2CCC(Cc3ccccc3)CC2)c(C)o1	-0.8	0.93

Remaining list, next part
smiles	STK33 kinase inh	Kir21 inh
O=C(O)CCNS(=O)(=O)c1ccc(Oc2ccccc2)cc1	-0.4	-1.6
Cc1onc(-c2ccccc2Cl)c1C(=O)N(Cc1ccccc1)C(C)C	-2.6	-1.5
O=C(CSc1nc2ccccc2nc1N1CCCCC1)N1CCN(c2ccccc2)CC1	-1.1	-2.2
CN(CC(=O)Nc1ccccc1Br)C(=O)CNC(=O)c1ccco1	1.1	-0.57
O=C(CCCOc1ccc(Cl)cc1Cl)NN1CCOCC1	-0.2	-0.19
COC(=O)CSc1nc2cc(C)cc(C)c2cc1C#N	-0.8	1.3
COc1ccccc1CNC(=O)c1cccc(C)c1[N+](=O)[O-]	-1.6	0.61
CCOC(=O)C(Cc1ccccc1)C(=O)c1ccco1 (stereo not given)	1.0	-0.7

Other structures
smiles	STK33 kinase inh	Kir21 inh
CCN(CC)CC#CCOC(=O)C(O)(c1ccccc1)C1CCCCC1 (stereo not given)	-0.3	-1.1
O=C(c1ccccc1)c1cn[nH]c1-c1ccccc1O	1.4	1.2
O=C(CSc1nnc(-c2ccccn2)n1-c1ccc(Cl)cc1)Nc1ccc2c(c1)OCO2	-0.7	0.83
CCN(C(=O)c1ccc(S(=O)(=O)N2CCCC2)cc1)C1CCS(=O)(=O)C1 (stereo not given)	-0.1	-0.18
CCC(C)C(NS(=O)(=O)c1ccc(C)cc1)C(=O)N1CCOCCOCCOCC1 (stereo not given)	-0.1	-0.33
O=C(Nc1ccc2c(c1)OCCO2)c1cc2sccc2n1Cc1ccc(F)cc1	0.2	-0.12
COc1ccc(N2C(=O)N3[C@@H]4c5ccccc5OC[C@@H]4[C@@H](c4ccccc4)[C@@]3(C)C2=O)cc1	-1.2	/
N#Cc1ccc(NC(=O)N2CCC(c3nc4c(nnn4Cc4cccc(Cl)c4)c(=O)[nH]3)CC2)cc1	-1.0	1.6

(next part)
smiles	STK33 kinase inh	Kir21 inh
CCCC(=O)Nc1ccc2nc(SCC(=O)Nc3ccc(N4CCOCC4)c(Cl)c3)sc2c1	1.8	-1.3
O=C(NCc1ccc(Cl)cc1)c1cc([N+](=O)[O-])ccc1Cl	-2.3	-0.46
Cc1ccc(CNC(=O)c2ccc(CS(=O)(=O)c3ccccc3)o2)cc1	-1.4	0.96
CC1CCN(C(=O)CSc2nc(C3CC3)nc3ccccc23)CC1	0.4	-1.6
NS(=O)(=O)c1ccc(CCNC(=O)CCCn2c(=O)[nH]c3ccc(Br)cc3c2=O)cc1	-1.1	-0.05
COC(=O)c1scc(C)c1NC(=O)C1CCCCC1	-0.7	-0.29
COc1cc(CN2CCC(CO)(Cc3cccc(C(F)(F)F)c3)CC2)ccc1F	-2.0	-1.5
CCCCn1c(=O)[nH]c(=O)c2c1nc(-c1ccccc1OC(F)F)n2C	-3.5	-0.7

(next part)
smiles	STK33 kinase inh	Kir21 inh
O=C(CSc1nnc(CNc2ccc(F)cc2)n1CC1CCCO1)N1CCOCC1 (stereo not given)	/	-1.4
COc1cccc(-c2cc(C(=O)N3CCN(Cc4ccc5c(c4)OCO5)CC3)on2)c1	-0.1	0.15
CC(NS(=O)(=O)c1ccc2c(c1)OCCCO2)C(=O)O (stereo not given)	-0.4	0.22
CCn1c2ccccc2c2nnc(SCC(N)=O)nc21	0.8	0.7
COCc1nnc(NC(=O)c2cccc(NC(=O)C(C)C)c2)s1	0.1	1.4
CC(=O)N1CCN=C1SCc1cccc(F)c1	0.8	0.57
C=CCn1c(SCC(=O)NCCCO)nc2sc3c(c2c1=O)CCC3	0.5	0.59
COc1ccccc1N(C)S(=O)(=O)c1ccc(Cl)c(C(=O)NC2=NCCS2)c1	-1.1	2

Continuation:
smiles	STK33 kinase inh	Kir21 inh
Cc1ccc(NC2=CC(=O)CC(c3ccc(Cl)cc3)C2)cc1 (stereo not given)	-1.1	1.4
O=C1c2ccc(Oc3ccc([N+](=O)[O-])cc3)cc2C(=O)N1c1ccncc1	4.5	-1.2
COc1ccc(-c2csc(NCCc3nc4cc(Cl)c(N5CCCCC5)cc4n3CCOCCO)n2)cc1	-2.3	0.16
COC(=O)CNC(=O)Cn1cnc2sc(C)c(S(=O)(=O)N3CCN(c4ccccc4OC)CC3)c2c1=O	-0.1	-3.1
CCOc1ccc(C(=O)N/N=C/c2ccccc2[N+](=O)[O-])cc1	-1.0	-0.44
CC(C)CCNC(=O)c1onc(CSc2ccc(F)cc2)c1C(=O)NCCC(C)C	1.2	-0.69
COCCCN1C(=O)C(=O)/C(=C(/O)c2ccc(C)cc2)C1/C=C/c1ccccc1 (stereo not given)	-1.0	0.44
CCc1nnc(NC(=O)CSCc2cc(=O)n3nc(C(C)C)sc3n2)s1	-0.5	0.11

Continuation.
smiles	STK33 kinase inh	Kir21 inh
Cc1ccccc1CN(C)CC(=O)Nc1cccc(S(=O)(=O)N(C)c2ccccc2)c1	-2.0	2.8
CCC(=O)NC1CC2CCCC(C1)N2Cc1ccc(C)cc1 (stereo not given)	-4.2	-0.01
CNC(=S)N1C2CCC1CC(NC(=O)NC13CC4CC(CC(C4)C1)C3)C2 (stereo not given)	-1.8	2.9
COC(=O)c1ccc(COc2ccccc2/C=N/O)o1	-0.3	0.8
O=S(=O)(c1cccc(S(=O)(=O)N2CCC(N3CCCCC3)CC2)c1)N1CCOCC1	/	0.38
Cc1ccc(OCc2nn3c(-c4ccco4)nnc3s2)cc1	0.2	-1.2
CCCN(CCC)CCNC(=O)CCC(=O)Nc1ccc2nc(N3CCN(C)CC3)cc(C)c2c1	-0.5	0.39
CCC(C(=O)NCc1cccnc1)c1ccccc1 (stereo not given)	-0.1	0.53

The list goes on:
smiles	STK33 kinase inh	Kir21 inh
Cc1cc2nnc(SCC(=O)NCc3cccs3)n2c2ccccc12	-0.4	1.3
Oc1cccc2ccc(Nc3ccccn3)nc12	1.4	-0.39
O=C(Nc1nc2ccccc2n1CCN1CCOCC1)c1ccc(COc2ccccc2Br)o1	0.0	0.02
O=C(O)c1csc(-c2cccs2)n1	-1.6	-0.19
COc1ccc(OCC(=O)Nn2c(-c3cccc(OC)c3)nc3ccccc3c2=O)cc1	-1.2	0.68
Cc1ccc(CN2CCC(n3nccc3NC(=O)CCOc3ccccc3)CC2)cc1C	-2.0	-2.2
Cc1ccccc1NC(=O)c1c(F)c(F)c(F)c(F)c1F	-0.3	0.6
COc1ccc(C2C(C#N)=C(N)OC3=C2C(=O)CCC3)c(OC)c1OC (stereo not given)	-0.1	0.59

Next section
smiles	STK33 kinase inh	Kir21 inh
CCCc1ncc(C[n+]2ccccc2C)c(N)n1	0.7	/
CCOC(=O)c1ccsc1NC(=O)c1ccco1	0.6	0.76
CCCC(=O)Nc1cccc(NC(=O)c2ccc([N+](=O)[O-])cc2Cl)c1	0.4	1.2
CCn1cc(C(=O)NC2CCCCC2)c(=O)c2ccc(C)nc21	0.2	-1.3
COc1ccc(CC(=O)Nc2ccc(S(=O)(=O)NC(C)C)cc2)cc1	0.5	-1.5
COc1cc(C(=S)N2CCC(C(N)=O)CC2)ccc1O	-3.4	/
CCCCOc1ccc(NC(=O)CSc2nnnn2C)cc1	-3.2	-1.7
COC(=O)C1=C(C)OC(N)=C(C#N)C1c1ccc(OC)c(OC)c1OC (stereo not given)	-1.9	-0.2

(listing goes on)
smiles	STK33 kinase inh	Kir21 inh
CC(C)(C)N/C=C(\C#N)S(=O)(=O)c1ccc(Br)cc1	-0.2	1.8
CC1(C)CC(=O)C=C(NCc2ccccc2)C1	-2.8	0.01
Cc1nc(NNC(=O)c2ccc(Cl)cc2Cl)cc(-c2ccccc2)n1	-1.5	0.1
COc1cccc(C2CC(c3cccs3)=NN2C(=O)CSc2nc3c(cnn3-c3ccc(F)cc3)c(=O)[nH]2)c1OC (stereo not given)	0.8	1.4
COc1ccc(N2C(=O)CC(Cc3ccc(Br)cc3)C2=O)cc1 (stereo not given)	-0.7	-0.08
COC(=O)c1sc2nc(C)cc(-c3ccccc3)c2c1N	-1.7	-0.33
CCOc1ccc(OCCC(=O)N(CC(=O)Nc2ccccc2C(F)(F)F)Cc2ccco2)cc1	-0.7	-0.71
CCC(C(=O)NC1CCCC1)N(C(=O)Cn1nnc(-c2ccc(C)o2)n1)c1ccc(F)cc1 (stereo not given)	/	-0.05

(list continues)
smiles	STK33 kinase inh	Kir21 inh
CCCNC(=O)c1nc(C)c(C)nc1C(=O)Nc1cccc(Cl)c1	0.5	0.15
Cc1nn(C(C)C(=O)NC2CCCCC2)c(=O)c2nn(-c3ccccc3)c(C)c12 (stereo not given)	-0.9	-0.74
CCc1cc2c(=O)c(-c3nc4ccccc4n3C)coc2c(CN2CCN(C)CC2)c1O	0.1	-0.82
CCC(=O)N(Cc1ccco1)Cc1cc2cc3c(cc2[nH]c1=O)OCO3	0.5	0.91
COc1ccc(-n2c(SCC(=O)NCC3CCCO3)nc3c([nH]c4ccccc43)c2=O)cc1OC (stereo not given)	-0.6	0.49
CC(c1ccccc1)N1CC(C(=O)N2CCN(c3ccc(F)cc3)CC2)CC1=O (stereo not given)	-0.3	-0.15
O=C(NCc1cccnc1)/C(=C/c1ccccc1)NC(=O)c1ccccc1	-0.6	0.1
CCc1ccc(CN(C)C(=O)C2CCC(=O)N(Cc3cccc(OC)c3)C2)nc1 (stereo not given)	-2.2	3

(continued)
smiles	STK33 kinase inh	Kir21 inh
c1ccc(-c2nnc(-c3c[nH]c4ccccc34)nc2-c2ccccc2)cc1	-0.4	0.91
COc1ccc(CN2CCNC(=O)C2CC(=O)NC2CCC2)c(OC)c1 (stereo not given)	0.3	3.1
CCN(CC)C(=O)Cn1cc(S(=O)(=O)CC(=O)N2CCOCC2)c2ccccc21	-0.5	1.2
CCOC(=O)C1CCN(Cc2oc(CO)cc(=O)c2O)CC1	-0.8	0.88
CCCCN(C(=O)CC(c1ccccc1)c1ccccc1)c1c(N)n(CCC)c(=O)[nH]c1=O	-1.9	-1.2

Screens as filed in PubChem.
